# SIRT5 block – sirtuin-5 (human) deacylase inhibition | Q9NXA8 | Purified SirT5, succinyl-peptide AMC, trypsin-coupled fluorescence | inhibition, % at 15 µM | 1.1% of 330,000 active; in the data active = inhibition above about 15%; inconclusive = no clear call, values can overlap the other calls
# Target sequence (Q9NXA8 whole entry, looked up): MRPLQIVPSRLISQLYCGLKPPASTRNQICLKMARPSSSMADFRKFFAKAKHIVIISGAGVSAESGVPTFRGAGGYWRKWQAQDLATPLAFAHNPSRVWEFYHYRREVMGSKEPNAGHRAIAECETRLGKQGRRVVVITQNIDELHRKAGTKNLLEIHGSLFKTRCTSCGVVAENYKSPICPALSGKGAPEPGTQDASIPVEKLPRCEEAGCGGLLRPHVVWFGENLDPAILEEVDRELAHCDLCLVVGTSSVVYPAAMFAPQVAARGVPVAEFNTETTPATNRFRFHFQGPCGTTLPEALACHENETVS
# C2C12 statin – suppression of simvastatin myotoxicity; C2C12 myotubes + simvastatin, ATP luminescence, 48 h; scaled: DMSO 0, geranylgeraniol control 100; rescue of ATP level, % at 7.49 µM; 0.78% of 330,000 active;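 active = mean ATP rescue above about 67%, or every replicate alone reaching that limit, limit read from the data, passing the limit was not always enough; inconclusive = no clear call, values can overlap the other calls; inactive = mean under the limit and some replicate under it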;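 also: myotubes were challenged with 10 µM simvastatin during compound exposure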
# E-selectin induc – induces E-selectin expression in human endothelial cells; P16581; HUVEC E-selectin immunofluorescence imaging; normalized: neutral wells 0, TNF-alpha wells 100; activation, % at 7.58 µM; 0.37% of 260,000 active; AID 686992;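 active = mean E-selectin-positive cell signal at least 10% of the positive control, reached in at least 60% of replicates, without over 20% cell loss; inconclusive = no rule given, readout overlaps actives, possibly toxicity-flagged; inactive = the rest, including those meeting only one limit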;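 also: in these data hits start at about 27%; measured in HUVEC primary endothelial cells; signal is the percent of cells scored E-selectin positive by PE staining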
#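 System: HUVEC, human umbilical vein endothelial cells; quantity: 3,000 cells/well; buffer or medium: EGM-2 medium, gelatin-coated wells; dosing: single-point compound dose; detection: immunofluorescence imaging; evaluation: % PE-positive cells; benchmarks: TNF-alpha, DMSO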
# ERp5 block – blocks human ERp5 reductase activity on insulin; Q15084; ERp5 insulin aggregation, absorbance 650 nm, 90 min; inhibition, % at 9.99 µM; 0.05% of 350,000 active;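 active = mean replicate inhibition above about 25%, with every replicate also reaching it, limit read from the data, passing the limit was not always enough; inconclusive = only one of those two criteria met; inactive = neither criterion met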
# Target sequence (Q15084 whole entry, looked up): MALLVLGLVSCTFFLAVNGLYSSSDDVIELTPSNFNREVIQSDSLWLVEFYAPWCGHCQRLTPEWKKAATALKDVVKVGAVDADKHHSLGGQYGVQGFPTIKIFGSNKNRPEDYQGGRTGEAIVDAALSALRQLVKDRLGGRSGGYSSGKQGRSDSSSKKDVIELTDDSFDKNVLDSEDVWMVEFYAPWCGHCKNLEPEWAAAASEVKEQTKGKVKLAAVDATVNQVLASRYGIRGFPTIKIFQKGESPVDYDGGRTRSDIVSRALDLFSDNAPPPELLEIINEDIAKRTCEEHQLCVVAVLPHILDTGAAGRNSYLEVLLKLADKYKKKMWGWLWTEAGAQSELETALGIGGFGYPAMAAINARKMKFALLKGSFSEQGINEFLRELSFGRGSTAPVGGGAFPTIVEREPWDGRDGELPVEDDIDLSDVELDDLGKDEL
# PglD inh – inhibitors of Campylobacter jejuni PglD acetyltransferase. purified PglD enzyme, DTNB colorimetric CoA detection. inhibition, % at 12.5 µM. 0.098% of 360,000 active; in the data active = inhibition above about 16%, passing the limit was not always enough; inconclusive = no clear call, values can overlap the other calls; also: strong numbers were not always called active
# DENV2 CPE rescue – protects cells from dengue virus 2 cytopathic effect; DENV2-infected cells, cytopathic effect rescue, plate reader; CPE inhibition, % at 9.99 µM; 1.7% of 350,000 active; AID 651640; in the data active = CPE inhibition above about 20%, passing the limit was not always enough; inconclusive = no clear call, values can overlap the other calls; tested in BHK-21 cells;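 also: 0% = median of neutral control wells and 100% = median of positive control wells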
# S100A4 MyoIIA – blocks human S100A4 binding to myosin IIA peptide; P26447; S100A4/TAMRA-MyoIIA peptide fluorescence polarization; 0.14% of 360,000 active; inhibition, % at 10.7 µM;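 active = mean inhibition of at least 70% across replicates, with every replicate also reaching that level; inconclusive = mean inhibition reaches 70% but some replicates fall short; inactive = mean inhibition below 70%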
# Target sequence (P26447 whole entry, looked up): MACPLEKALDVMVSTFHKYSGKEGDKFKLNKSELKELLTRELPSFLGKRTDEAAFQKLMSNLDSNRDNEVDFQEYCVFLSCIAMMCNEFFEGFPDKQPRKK
#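 Material: S100A4 monomer (human). Medium: Calcium-containing HEPES buffer, pH 7.2. Probe or stimulus: labelled myosin peptide probe, 5 nM. Compound dosing: one concentration per compound. Timing: polarization read 5 min after assay mix addition, stable 5–60 min. Benchmarks: DMSO as neutral control, TFP as positive control.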
# * = called active by the depositor; u = inconclusive; x = no result given; & = joins results of further samples. The list is partial; the hit share may differ from the screen's.
entry	SMILES	C2C12 statin	S100A4 MyoIIA	E-selectin induc	PglD inh
1	Cc1ccc(C(=O)OCN2C(=O)c3ccccc3C2=O)c(O)c1	4.4	11.1	-0.2	1.6
2	CCN(CC)CCCNC(=O)c1cc2c(=O)[nH]c3ccc(C)cc3c2s1	-6.0	-0.8	u	-1.4
3	CSCCC(NC(=O)C1CCCC1)c1nnc2ccccn12 (centres undefined)	17.7	-3.3	x	4.0
4	O=C(COC(=O)/C=C/c1ccc(Cl)cc1)NC1CCCC1	19.2	-5.4	-1.2	0.1
5	CC(C)(C)NC(=O)NC(=O)Cn1ccsc1=N	2.6	4.7	1.3	2.4
6	O=C(Nc1ccc([N+](=O)[O-])cc1)c1nc[nH]c1C(=O)NC1CCCCC1	x	-5.7	0.1	x
7	Cc1cc2oc(=O)sc2cc1NS(=O)(=O)c1cccc2cccnc12	3.6	-3.7	x	1.5
8	COc1ccc(OC)c(Nc2c3c(nc4ccccc24)CCC3)c1	-139.3	-8.5	3.3	-6.4
9	CC(=O)NC1(C(F)(F)F)NC(=O)N(c2ccc(F)cc2)C1=O (centres undefined)	10.2	-14.4	x	-4.0
10	C[C@H]1CN([C@@H](C)CO)C(=O)c2cc(N(C)C)ccc2O[C@H]1CN(C)CC1CCCCC1	-37.1	x	-0.1	3.8
11	CC(C)c1ccc(Nc2ncc3c(n2)CCN(C(=O)NC2CCCCC2)C3)cc1	-2.8	-4.1	0.0	-1.8
12	COc1ccc(CNC(=O)COC(=O)C2=Cc3ccccc3OC2)cc1	15.8	-0.6	-0.2	-5.8
13	COc1cc(/C=C2\SC(=O)N(CCNC(=O)c3sc4cc(F)ccc4c3Cl)C2=O)cc(OC)c1OC	-29.7	1.4	-0.2	3.8
14	O=C(C1CC1)N1CC[C@@H]2[C@H](CO)Nc3ccc(-c4cccc(F)c4)cc3[C@@H]21	13.3	-18.0	0.3	-0.1
15	CN1c2ccc(-c3ccccc3)cc2[C@H]2[C@H](CCN2C(=O)c2ccccc2)[C@H]1CO	18.7	22.4	0.4	0.5

entry	ERp5 block	SIRT5 block	DENV2 CPE rescue
1	-7.7	6.5	-4.6
2	1.4	-14.9	-6.8
3	10.9	-5.7	6.7
4	5.9	-1.9	-7.4
5	-1.5	-0.9	-4.3
6	3.4	-3.1	2.1
7	-6.9	-4.1	1.3
8	0.9	1.6	11.5
9	1.9	-4.2	-4.1
10	x	x	x
11	-1.6	x	3.3
12	2.6	-0.6	-1.0
13	-3.3	-3.5	5.0
14	-3.4	4.0	11.1
15	9.6	x	-27.8

# The results go on.
entry	SMILES	C2C12 statin	S100A4 MyoIIA	E-selectin induc	PglD inh
16	Cc1c(C(=O)NCc2ccc(C(C)C)cc2)sc(=O)n1Cc1cccc(F)c1	22.4	-5.5	0.4	-10.7
17	COc1cccc(NC(=O)Cn2c(=O)oc3cc(S(=O)(=O)N4CCCC4)ccc32)c1	x	6.5	x	2.6
18	COc1cccc(C(C)NC(=O)Cc2cccs2)c1 (centres undefined)	11.3	-0.5	x	8.6
19	COc1ccc(S(=O)(=O)N2CCC[C@H]2C(=O)N2CCC[C@H]2C(=O)NCc2ccccc2)cc1C	x	-3.0	0.0	x
20	O=S(=O)(NCC1COc2ccccc2O1)c1ccccc1F (centres undefined)	-10.4	0.1	-1.6	1.8
21	O=C(CCN1C(=O)/C(=C/c2ccccc2Cl)SC1=S)NCCCN1CCOCC1	-0.5	-20.6	x	x
22	Cc1c(NC(=O)c2cc3c(s2)CCCC3)c(=O)n(-c2ccccc2)n1C	-0.8	-2.4	-0.1	-1.0
23	O=C(c1ccccc1[N+](=O)[O-])N1CCN(c2ccc(N3CCOCC3)nn2)CC1	0.5	0.9	58.2*	1.5
24	CN(CC(=O)Nc1cccc(F)c1)C(=O)CCc1nc2cc(S(=O)(=O)N3CCOCC3)ccc2n1C	4.7	-4.9	x	-1.3
25	Cn1c(SCC(=O)N/N=C/c2ccncc2)nc2ccccc21	x	-0.1	6.3	x
26	CC[C@@H]1CC2=C(C(=O)OC(C)(C)O2)[C@@H](c2ccc(Cl)cc2)O1	x	-7.1	-0.3	x
27	COc1cccc(/C=N/NC(=O)c2cccc3ccccc23)c1	8.9	4.4	-0.4	-5.2
28	Cc1ccc(CS(=O)(=O)CCC(=O)NCCC2=CCCCC2)cc1	x	-1.4	-0.1	x
29	COc1cc(/C=C/CN2CCN(CCC(C)C)C(CCO)C2)ccc1O (centres undefined)	x	-1.1	x	x
30	N#Cc1c(-c2ccccc2)nc(SCC(=O)Nc2nnc(C(F)(F)F)s2)[nH]c1=O	x	3.5	x	x

entry	ERp5 block	SIRT5 block	DENV2 CPE rescue
16	-0.3	x	5.6
17	7.4	1.1	4.1
18	-3.5	-3.0	16.9
19	0.6	-3.9	-8.6
20	x	2.6	-4.0
21	3.7	-0.3	-0.3
22	4.3	-3.6	-7.9
23	3.2	2.2	x
24	-1.1	-0.1	-6.0
25	0.1	1.6	1.4
26	-1.4	-4.1	7.7
27	2.7	0.4	10.3
28	-1.0	0.0	-1.7
29	1.3	0.0	7.7
30	-1.6	4.0	7.5

# Additional compounds follow:
entry	SMILES	C2C12 statin	S100A4 MyoIIA	E-selectin induc	PglD inh
31	CC(Sc1nnc(C2CC2)n1-c1ccccc1)C(=O)N1CCNC1=O (centres undefined)	-11.4	-3.7	x	-0.4
32	COc1ccc(/C=C/C(=O)Nc2nc(C)c(C(=O)N(C)C)s2)cc1OC	x	-4.8	7.3	-1.6
33	COc1ccc(S(=O)(=O)N2CCCCN3[C@@H](CO)[C@H](c4ccc(-c5cccnc5)cc4)[C@@H]3C2)cc1	x	0.5	0.1	0.2
34	CC1CN(C(=O)c2cccc(S(=O)(=O)NCc3ccccc3)c2)CC(C)O1 (centres undefined)	7.1	-1.2	x	-5.8
35	Cc1ccc(S(=O)(=O)Nc2ccc3c(c2)C(=O)N([C@H](C)CO)C[C@@H](C)[C@@H](CN(C)C(=O)CCCN(C)C)OCCCC[C@@H](C)O3)cc1	x	-9.9	x	2.7
36	Cc1ccccc1OCC(=O)NCC(c1cccs1)N1CCOCC1 (centres undefined)	9.5	4.3	x	0.6
37	Cc1cccc(C(=O)Oc2c(Br)cc(Br)cc2/C=N/NC(=O)c2ccncc2)c1	6.4	-2.1	x	-1.4
38	CN[C@H](C)C(=O)NC[C@H]1O[C@@H](n2cc(C)c(=O)[nH]c2=O)C[C@@H]1O	4.7	-20.0	3.3	-3.0
39	Cc1cc(C)c(C)c(S(=O)(=O)N2CCN(C(=O)c3ccncc3)CC2)c1C	-4.3	-29.4	-0.2	-3.5
40	COc1ccc(CC(=O)Oc2ccc(C#N)cc2)cc1	1.2	-0.8	0.1	-3.3
41	CC(C)(C)OC(=O)NCCc1onc(-c2ccc([N+](=O)[O-])cc2)c1C(=O)O	-4.0	-4.6	0.9	0.3
42	CC1CC(C)(C)CC2(C1)NC(=O)N(CC(=O)N1CCN(Cc3ccc(C#N)cc3)CC1)C2=O (centres undefined)	-1.2	2.3	-0.2	3.5
43	N#Cc1ccc(-c2ccc(C3[C@@H]4CN(C(=O)C5CCOCC5)C[C@H]3N4)cc2)cc1 (some centres undefined)	x	-0.4&1.7	0.0&0.1	x
44	CCN1[C@@H]2Cn3c(ccc(C4=CCCCC4)c3=O)[C@H]1[C@@H](C(=O)NCc1ccccn1)[C@@H]2CO	0.1	-3.2	-0.1	-0.3
45	CCOc1ccccc1NS(=O)(=O)c1ccc(-n2cccn2)cc1	9.0	-3.0	2.2	-2.9

entry	ERp5 block	SIRT5 block	DENV2 CPE rescue
31	-2.6	-1.4	-4.9
32	-11.0	1.2	0.2
33	1.6	3.1	0.1
34	-2.7	0.8	18.3
35	-1.4	-1.3	2.3
36	-0.9	-6.3	4.8
37	2.3	-2.7	-3.1
38	2.3	0.9	1.6
39	-3.4	0.6	2.3
40	1.9	1.3	14.2
41	2.3	-1.5	1.7
42	-2.3	1.0	-2.9
43	4.0&-1.6	2.4&2.0	-4.0&-2.5
44	1.5	-22.0	-2.5
45	6.6	0.3	-3.4

# The list continues.
entry	SMILES	C2C12 statin	S100A4 MyoIIA	E-selectin induc	PglD inh
46	CCN1C(=O)[C@H]2[C@@H](c3ccc(C)cc3)N[C@]3(CCCN(Cc4ccc(Cl)cc4)C3=O)[C@H]2C1=O	-4.1	-0.3	1.0	x
47	CCOC(=O)Cn1c(=O)oc2cc(S(=O)(=O)NCC3CCCO3)ccc21 (centres undefined)	-5.9	3.4	0.3	x
48	COCCNC(=S)NNC(=O)c1cccs1	8.7	-2.3	x	-3.3
49	CCN(C[C@H]1N[C@@](CC)(C(=O)OC)[C@H]2C(=O)N(Cc3ccccc3)C(=O)[C@@H]12)C(=O)c1ccc(C(C)(C)C)cc1	-18.3	35.0	-0.1	0.0
50	Cc1cc2ccccn2c1C(=S)NC(=O)c1ccccc1	8.3	-0.4	x	0.2
51	O=C(C[C@@H]1CC[C@@H](NC(=O)Cc2cccnc2)[C@@H](CO)O1)Nc1ccccc1	x	5.8	0.3	x
52	C[C@H](CO)N1C[C@H](C)[C@@H](CN(C)C(=O)c2ccncc2)Oc2cc(C3=CCCC3)ccc2S1(=O)=O	-50.4	-1.5	-0.1	2.0
53	CCOc1ccc(/C=N/OCC(=O)Nc2ccc(OCc3ccccc3)cc2)cc1OC	x	-6.8	x	x
54	O=C(NN1C(=O)C2C(C1=O)C1C=CC2C12CC2)c1cccc(Cl)c1 (centres undefined)	x	6.7	1.2	x
55	N#CCCn1cc(C(=O)N2CCCCC2)c(-c2ccc([N+](=O)[O-])cc2)n1	9.0	6.5	-0.1	-2.5
56	CCOC(=O)Nc1ccc(S(=O)(=O)NC2CCCCC2)cc1	x	2.5	x	x
57	Cc1ccc(C2(c3ccccc3)NC(=O)N(CC(=O)NCc3ccco3)C2=O)cc1C (centres undefined)	20.3	1.4	x	4.5
58	COc1ccc(OCCN(C)C(=O)c2cccc(S(=O)(=O)N(C)c3ccccc3)c2)cc1	-2.3	-2.9	0.1	x
59	O=[N+]([O-])c1cccc(C2(O)COc3ccccc3O2)c1 (centres undefined)	-1.4	-2.6	-0.2	7.1
60	CC(C)N1CCN(C(=O)c2ccc(OC3CCN(CCc4ccccc4)CC3)cc2)CC1	-18.8	-8.3	5.6	-3.8

entry	ERp5 block	SIRT5 block	DENV2 CPE rescue
46	4.4	0.9	-2.7
47	6.4	x	0.7
48	3.8	-1.8	x
49	-1.9	2.1	10.6
50	7.6	-0.2	-4.2
51	-2.2	-5.1	-2.5
52	-5.7	-9.8	-4.8
53	5.1	11.6	4.1
54	4.5	-9.3	1.8
55	4.0	2.9	-1.6
56	2.8	-2.6	-3.3
57	0.3	-2.2	-6.2
58	3.4	1.6	4.3
59	-1.2	-1.0	-1.3
60	-2.5	-2.6	6.2

# Some of these compounds in order of formula weight, smallest number first.
entry	SMILES	C2C12 statin	S100A4 MyoIIA	E-selectin induc	PglD inh
25	Cn1c(SCC(=O)N/N=C/c2ccncc2)nc2ccccc21	x	-0.1	6.3	x
29	COc1cc(/C=C/CN2CCN(CCC(C)C)C(CCO)C2)ccc1O (centres undefined)	x	-1.1	x	x
17	COc1cccc(NC(=O)Cn2c(=O)oc3cc(S(=O)(=O)N4CCCC4)ccc32)c1	x	6.5	x	2.6
52	C[C@H](CO)N1C[C@H](C)[C@@H](CN(C)C(=O)c2ccncc2)Oc2cc(C3=CCCC3)ccc2S1(=O)=O	-50.4	-1.5	-0.1	2.0

entry	ERp5 block	SIRT5 block	DENV2 CPE rescue
25	0.1	1.6	1.4
29	1.3	0.0	7.7
17	7.4	1.1	4.1
52	-5.7	-9.8	-4.8
